# High-throughput results from PubChem.
# GPR151 ag: activates the human receptor GPR151. Q8TDV0. PathHunter beta-arrestin GPR151 cells, luminescence. hit rate 1% among 650,000. activation, % at 11.2 µM; in the data active means activation above about 4.9%;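 further: 0% = median of compound wells and 100% = cells with positive control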
# Target sequence (Q8TDV0 whole entry, looked up): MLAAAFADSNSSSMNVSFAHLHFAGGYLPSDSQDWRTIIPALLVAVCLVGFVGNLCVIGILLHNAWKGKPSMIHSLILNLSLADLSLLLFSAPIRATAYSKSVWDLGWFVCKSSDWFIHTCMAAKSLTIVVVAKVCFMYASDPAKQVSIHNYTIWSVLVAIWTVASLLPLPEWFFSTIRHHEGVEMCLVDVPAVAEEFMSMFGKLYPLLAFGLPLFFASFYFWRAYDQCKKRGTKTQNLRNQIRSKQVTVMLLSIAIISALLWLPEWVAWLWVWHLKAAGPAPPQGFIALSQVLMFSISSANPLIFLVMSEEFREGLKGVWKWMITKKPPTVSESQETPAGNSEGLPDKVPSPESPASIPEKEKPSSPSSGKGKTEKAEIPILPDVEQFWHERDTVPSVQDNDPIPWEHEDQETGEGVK
# MITF inh: human MITF inhibition, primary screen. O75030. AlphaScreen MITF homodimerization, bead proximity signal. inhibition, % at 2.6 µM. hit rate 0.91% among 650,000; in the data active means inhibition above about 50%;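 further: 0% = vehicle wells with protein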
# Target sequence (O75030 whole entry, looked up): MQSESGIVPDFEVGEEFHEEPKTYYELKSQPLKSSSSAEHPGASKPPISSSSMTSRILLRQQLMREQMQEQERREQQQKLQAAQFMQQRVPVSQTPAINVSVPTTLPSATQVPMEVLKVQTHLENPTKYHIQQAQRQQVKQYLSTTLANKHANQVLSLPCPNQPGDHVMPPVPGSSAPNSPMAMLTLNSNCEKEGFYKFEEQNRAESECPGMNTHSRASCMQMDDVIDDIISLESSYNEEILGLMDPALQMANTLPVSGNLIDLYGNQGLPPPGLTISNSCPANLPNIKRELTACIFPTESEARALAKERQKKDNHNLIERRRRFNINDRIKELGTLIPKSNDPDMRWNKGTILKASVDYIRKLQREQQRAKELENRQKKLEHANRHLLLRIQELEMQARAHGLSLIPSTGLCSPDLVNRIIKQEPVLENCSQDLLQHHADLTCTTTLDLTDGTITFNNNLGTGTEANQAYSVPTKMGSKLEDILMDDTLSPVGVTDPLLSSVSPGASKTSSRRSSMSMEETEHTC
# TEAD-YAP block: TEAD-YAP interaction inhibition; HEK-TIYL cells, TEAD-Gal4/YAP UAS-luciferase luminescence; inhibition, % at 9.12 µM; hit rate 1.4% among 640,000; AID 1259422; in the data active means inhibition above about 32%;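 further: 0% = median of test compound wells and 100% = reference inhibitor wells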
# FBW7 act: human FBW7 E3 ligase activation, primary screen | normalized activity (activation), % at 26.1 µM | AlphaScreen FBW7–phospho-cyclin E peptide binding, activator screen | hit rate 0.13% among 650,000 | AID 1259310; in the data active means normalized activity above about 1.9%;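 further: purified mutant Fbw7 with reduced substrate affinity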
# An asterisk follows results filed as active; . = no result given.
entry	compound	GPR151 ag	MITF inh	TEAD-YAP block	FBW7 act
1	C[C@@H](Cn1nc(-c2cccs2)oc1=O)NC(=O)C1CCCC1	0.3	-20	-9	0.2
2	Cc1cc(C)c2c(N)c(C(=O)NC(C)c3ccccc3)sc2n1 (centres undefined)	1.2	16	-14	2.3*
3	Cc1ccc(Cl)cc1NC(=O)CSc1nnc(CN2CCOCC2)n1C	0.9	9	6	-0.1
4	CN(C)CCOc1cc(-c2ccncc2)ccc1NC(=O)C1COc2ccc(Cl)cc2C1 (centres undefined)	0.8	-6	-6	-0.3
5	CCOC(=O)c1c(NC(=O)CSc2nnc(C(C)C)n2C)sc(C)c1C	2.0	5	1	0.0
6	O=C(NCC1CCCO1)c1cc2n(n1)C(C(F)(F)F)CC(c1ccc(Br)cc1)N2 (centres undefined)	-0.3	0	-1	0.1
7	COC(=O)C1=CN(CC2CCCO2)C=C(C(=O)OC)C1c1ccc(C)s1 (centres undefined)	0.4	-5	3	-0.1
8	O=S(=O)(NCCc1cn2ccsc2n1)c1ccc2c(c1)OCCO2	-1.7	-2	-3	0.0
9	CC(C)c1ccc(C2C(C(=O)c3ccco3)=C(O)C(=O)N2CCN2CCOCC2)cc1 (centres undefined)	-0.8	2	-2	0.0
10	COc1ccc([N+](=O)[O-])cc1NS(=O)(=O)c1c(C)nc2sccn2c1=O	-1.0	9	1	0.1
11	COc1cc2nc(Cl)nc(Nc3ccncc3)c2cc1OC	-0.2	21	2	0.6
12	N#CC1=C(S)NC(=O)CC1c1ccc(Br)cc1 (centres undefined)	-0.1	3	-6	-0.1
13	O=C1OCC(CO)(CO)N=C1NNc1ccccc1C(F)(F)F	0.9	29	-9	0.7
14	COc1ccc(OC)c(C2C(C(=O)O)c3ccccc3C(=O)N2C)c1 (centres undefined)	-1.8	7	-5	0.2
15	Cc1ccc(C(=O)NCCNC(=O)COc2ccccc2)cc1	-1.8	2	-3	0.0
16	O=C(O)c1ccccc1SCc1ccccc1F	-2.4	-2	2	-0.3
17	O=C(Cc1ccc(N2CCC(NCc3ccncc3)CC2)cc1)N1CCC(O)CC1	1.3	0	-4	0.1
18	CCOc1ccccc1N(CC(=O)Nc1ccc(OC)c(Cl)c1)S(=O)(=O)c1ccccc1	0.0	14	-2	-0.1
19	O=C(COc1ccc(S(=O)(=O)N2CCCc3ccccc32)cc1)Nc1ccccc1F	-3.1	9	-7	0.7
20	CC(C)C1CCC(Nc2ncc(-c3cccc(C(=O)NCCN(C)C)c3)n3ccnc23)CC1 (centres undefined)	0.6	9	39*	-0.8
21	COc1cccc(NC(=O)N2CCC(NC(=O)C3CCCCC3)CC2)c1	-1.2	-20	-5	0.0
22	CCSc1nc2ccccc2n1Cc1ccc(Cl)cc1Cl	-0.5	4	1	0.0
23	CCN(Cc1ccncc1)C1CCN(c2ccc(NC(=O)COc3ccccc3)cc2)CC1	2.0	18	-4	-0.2
24	CC(=O)Nc1nc(-c2ccc3c(c2)CCN3C(=O)C2CC2)cs1	-0.8	12	15	0.3
25	NC(=S)N/N=C(\Cc1nc2ccccc2[nH]1)c1ccccc1	0.4	4	-9	-0.2
26	O=C1CC2(CCCC2)CC(=O)N1c1ccc(I)cc1Cl	-0.7	-3	-20	0.1
27	Cc1nc2ccccn2c1P(=O)(N1CCCCC1)N1CCCCC1	1.0	9	-1	-0.2
28	COCCN1C(=O)CC(CC(=O)N(C)CCc2cnn(C)c2)(c2ccccc2Cl)C1=O (centres undefined)	1.3	2	4	-0.2
29	O=C1c2ccc(-c3ncc(-c4ccccc4)o3)cc2C(=O)N1c1ncn[nH]1	-0.8	16	-3	0.1
30	CC1CCCC(C)N1S(=O)(=O)c1ccc(S(=O)(=O)N2CCOCC2)cc1 (centres undefined)	-0.4	-3	-2	0.1
31	Nc1cc(-c2cccc(F)c2)nn1S(=O)(=O)c1ccc(F)cc1	-0.1	12	20	0.0
32	O=C(C1CC2CCCN2C12C(=O)Nc1ccccc12)N1CCOCC1 (centres undefined)	-0.5	1	-9	0.0
33	O=C(OC1CCOC1=O)c1ccc(S(=O)(=O)NCc2ccco2)cc1 (centres undefined)	0.8	53*	6	0.1
34	COc1cc(OC)c(OC)cc1/C=C1\N=C(c2ccccc2Br)OC1=O	-1.2	13	-1	1.1
35	COc1ccc([N+](=O)[O-])cc1N(CC(=O)Nc1cccnc1)S(C)(=O)=O	0.3	7	5	-0.1
36	O=C(Nc1ccc([N+](=O)[O-])cc1Cl)C1CC1	0.3	10	1	0.1
37	C=CCNC(=O)CSc1ccc(C(=O)Nc2ccc(Cl)cc2F)cc1[N+](=O)[O-]	0.6	0	-1	-0.1
38	CCC(=O)Nc1nnc(-c2ccccc2C)s1	0.0	1	-26	0.4
39	O=C1NC(=O)N(c2ccccc2)C(=O)/C1=C/c1ccc(-c2ccccc2C(=O)O)o1	-0.9	8	-7	-0.1
40	CCNC(=O)C12CCC(C)(C(=O)C1)C2(C)C (centres undefined)	0.2	-5	0	0.2

# Some entries already given, reduced to GPR151 ag, MITF inh and FBW7 act.
item	SMILES	GPR151 ag	MITF inh	FBW7 act
25	NC(=S)N/N=C(\Cc1nc2ccccc2[nH]1)c1ccccc1	0.4	4	-0.2
26	O=C1CC2(CCCC2)CC(=O)N1c1ccc(I)cc1Cl	-0.7	-3	0.1
27	Cc1nc2ccccn2c1P(=O)(N1CCCCC1)N1CCCCC1	1.0	9	-0.2
28	COCCN1C(=O)CC(CC(=O)N(C)CCc2cnn(C)c2)(c2ccccc2Cl)C1=O (centres undefined)	1.3	2	-0.2
29	O=C1c2ccc(-c3ncc(-c4ccccc4)o3)cc2C(=O)N1c1ncn[nH]1	-0.8	16	0.1
30	CC1CCCC(C)N1S(=O)(=O)c1ccc(S(=O)(=O)N2CCOCC2)cc1 (centres undefined)	-0.4	-3	0.1

# Record cards (already shown):
# CCC(=O)Nc1nnc(-c2ccccc2C)s1 as listed: GPR151 ag: 0.0; MITF inh: 1; TEAD-YAP block: -26; FBW7 act: 0.4
# CC(=O)Nc1nc(-c2ccc3c(c2)CCN3C(=O)C2CC2)cs1 as listed: GPR151 ag: -0.8; MITF inh: 12; TEAD-YAP block: 15; FBW7 act: 0.3
# C=CCNC(=O)CSc1ccc(C(=O)Nc2ccc(Cl)cc2F)cc1[N+](=O)[O-] as listed: GPR151 ag: 0.6; MITF inh: 0; TEAD-YAP block: -1; FBW7 act: -0.1

# Following part:
entry	compound	GPR151 ag	MITF inh	TEAD-YAP block	FBW7 act
41	CCOc1cc(C)c(S(=O)(=O)NCc2ccccc2)cc1C	0.3	-2	-1	0.3
42	COc1ccc2c(c1)-c1c(ssc1=S)C(C)(C)N2C(=O)c1ccc(C)cc1	0.8	42	3	-0.4
43	CCOC(=O)C1=C(C)NC(=O)NC1c1cn(-c2ccccc2)nc1-c1ccc(C)o1 (centres undefined)	-0.4	11	-3	0.3
44	Cc1ccc(S(=O)(=O)NCC(=O)c2ccccc2)cc1	0.5	-12	5	-0.2
45	O=c1oc2ccc3ccccc3c2cc1-c1csc(NC2CCCCC2)n1	-0.2	4	1	0.1
46	O=C(Oc1ccc([N+](=O)[O-])cc1)N1CCOCC1	1.4	2	2	-0.1
47	Fc1ccc(Nc2nc(SCc3ccccc3F)nc3ccccc23)cc1	-0.7	5	-7	0.1
48	Cc1cccnc1C1(O)CCN(C(=O)c2ccco2)CC1	-0.3	-2	-15	-0.1
49	C=CCNc1nc(OC(C(F)(F)F)C(F)(F)F)nc(N2CCOCC2)n1	1.0	2	6	0.1
50	Cn1c(=O)c2c(nc(N)n2Cc2cccc3ccccc23)n(C)c1=O	3.2	-16	31	0.2
51	CC(C)c1nnc2c3c4c(sc3ncn12)CCCC4	-0.1	10	7	0.6
52	O=c1c(O)c(-c2ccc(F)c(Oc3ccccc3)c2)oc2ccccc12	-1.1	-1	-1	-0.1
53	CCOC(=O)c1cc(CC)sc1NC(=O)C1CC(=O)N(c2ccc(OC)cc2)C1 (centres undefined)	-1.7	-7	-6	-0.3
54	CCN(CC)CCCN(Cc1ccco1)C(=S)Nc1ccc(OC)cc1	-0.4	-4	-13	0.0
55	CCN(CC)S(=O)(=O)c1cc(C(C)(C)C)ccc1OC	-0.4	5	-6	-0.2
56	COc1ccccc1CNC(=O)COc1cccc(C)c1C	3.5	10	6	0.5
57	O=C(O)CCCCCNS(=O)(=O)c1ccc2c3c(cccc13)C(=O)N2	-0.8	14	2	0.0
58	CCC(=O)NC1(C(F)(F)F)C(=O)Nc2c1c(=O)[nH]c(=O)n2-c1ccc(C)cc1 (centres undefined)	-1.3	6	-5	0.2
59	Cc1nc2ncnn2c(Nc2ccccc2F)c1C	0.3	-9	1	0.1
60	O=C(N1CCN(c2ccccc2)CC1)C1(c2cccs2)CCOCC1	2.2	8	-1	1.2
61	CCc1ccc(NS(=O)(=O)c2c[nH]c(=O)[nH]c2=O)cc1	-0.5	2	3	-0.1
62	O=C(Nc1ccc(Oc2ccc(Cl)cc2)cc1)C1CCCN1C(=O)OCc1ccccc1 (centres undefined)	5.5*	11	5	0.0
63	NC(=O)C1(N2CCCCC2)CCN(C(=O)CCCn2c(=S)[nH]c3cc4c(cc3c2=O)OCO4)CC1	-0.8	9	6	0.0
64	Nc1nc(SCC(=O)NCc2ccco2)n[nH]1	-0.9	11	7	0.0
65	O=C(N/C(=C\c1ccc(Cl)cc1)C(=O)N1CCOCC1)c1ccco1	1.0	4	-2	-0.1
66	CCCCCSc1nnc2c(n1)OC(c1cccc(OCC)c1OC)N(C(C)=O)c1ccccc1-2 (centres undefined)	-0.6	2	5	0.1
67	COc1cc2nc(Nc3nccc4ccccc34)nc(Nc3ccc(NC(C)=O)cc3)c2cc1OC	0.3	14	9	-0.3
68	CC1CCCN(C(=O)c2cc([N+](=O)[O-])cc([N+](=O)[O-])c2)C1 (centres undefined)	-1.0	8	10	0.7
69	CCCCc1ccc(C(=O)Nc2ccccc2O)cc1	-2.7	-5	-48	0.1
70	O=C(NCCCN1CCN(c2ccccc2F)CC1)c1ccc(CNc2nc(=S)[nH]c3ccccc23)cc1	0.0	2	1	-0.2
71	COc1ccccc1OCC(=O)N/N=C/c1ccc(N(C)C)cc1	2.4	15	10	0.0
72	CCSCCOC(=O)C1=C(C)NC(=O)NC1c1cccc(C)c1 (centres undefined)	-0.9	0	7	-0.1
73	CSC1=CS(=O)(=O)CC1OC(C)=O (centres undefined)	0.6	-9	8	-0.1
74	Cc1ccc(Cc2c(C)nc3c(C(=O)NCCC(C)C)cnn3c2C)cc1	0.8	-4	-7	-0.1
75	COC(=O)c1ccccc1NC1SC(=O)N(c2ccccc2)C1=O (centres undefined)	-1.4	40	-71	0.3
76	c1ccc2c(c1)nnn2Cc1nnc2sc(-c3ccncc3)nn12	4.7	0	-2	-0.4
77	CN(C)CC(=O)Nc1ccc(-c2nc3cc(NC(=O)CN(C)C)ccc3o2)cc1	2.4	-3	15	-0.2
78	O=C(O)CN(C1CCCCC1)S(=O)(=O)c1ccc(Cl)cc1	-0.5	1	2	0.3
79	O=C1NC(=S)N(c2ccccc2F)C(=O)/C1=C\N1CCOCC1	1.2	-12	-10	0.1
80	Cc1ccc(N2C(=O)N(CC(=O)Nc3cccc(Cl)c3Cl)C(=O)C2C)cc1 (centres undefined)	1.0	2	-2	-0.1
81	Cc1ccc(N(CC(=O)Nc2cccc(Cl)c2C)S(C)(=O)=O)cc1Cl	0.2	-4	-2	-0.1
82	CCN(CC)S(=O)(=O)c1nnc(NC(=O)c2ccco2)s1	-0.8	-6	-9	-0.2
83	CN=c1c([N+](=O)[O-])nn(-c2cccc(Cl)c2)n1O	1.5	6	-20	-0.2
84	COc1ccc2c(c1)C1NC(=S)N(c3cccc(Cl)c3)C(C)(O2)C1C(=O)Nc1ccc(Cl)cc1 (centres undefined)	0.2	1	11	-0.2
85	Cc1ccc2[nH]c(=O)c(CN(CCCO)S(=O)(=O)c3ccc(F)cc3)cc2c1	-0.1	11	-4	-0.1
86	CC(=O)c1cccc(NC(=S)NC(C)c2ccc3c(c2)OCO3)c1 (centres undefined)	1.9	-14	7	-0.3
87	CC(=O)c1ccc(NC(=O)/C(=C/c2ccc([N+](=O)[O-])cc2)NC(=O)c2ccc(C)cc2)cc1	-2.3	-3	-5	-0.1
88	Cc1ccccc1-n1nc2c(c1NC(=O)c1ccccc1Cl)CS(=O)(=O)C2	-0.4	-2	-4	0.0
89	CC(C)(C)NC(=O)CSc1nc(O)c(C2CCCCC2)c(=O)[nH]1	0.0	-14	3	-0.1
90	CCCCCOc1ccccc1C(O)CC#CCCCC(=O)OC (centres undefined)	-2.7	-6	.	.
91	CCOC(=O)CN1C(=O)N[C@@H](c2cccs2)C(C(=O)OC)=C1C	1.3	-10	.	-0.1
92	Fc1cccc(Cl)c1CSc1nc2ncc(Br)cc2[nH]1	0.6	0	-20	-0.3
93	CCOc1ccc(NC(=O)CSc2nc3ccccc3c(=O)n2CCC2=CCCCC2)cc1	-1.0	6	1	-0.2
